Assay outcomes from PubChem.
Htt clearance – mutant huntingtin protein clearance; inhibition, % at 1.5 µM; HeLa Exon1htt(103Q)mCFP, aggregate imaging; zero = plate's median compound well; 47,000 compounds, 0.42% hits; AID 853;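 active = inhibition of aggregate fluorescence above about 70%, also judged a hit by eye on the cell image, limit read from the data, passing the limit was not always enough; inconclusive = no rule stated for this call; inactive = not judged a hit on image review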;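 note: cells exposed to compound for three days before fixation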
Htt clearance grain fraction – also measured in Htt clearance; calls as there; fraction fluorescence in grains; measured here: aggregate grain fluorescence fraction; stronger effect = lower value;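 scaled fraction of total cell fluorescence in grains with unit not stated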
* marks the source's active call; other numbers are inactive results; ? = inconclusive; nt = not tested or not shown. This is a subset; count on the stated rates, not on these rows.

SMILES | Htt clearance | Htt clearance grain fraction
CCCn1c(-c2ccc(OC)cc2)nc2nc3ccccc3nc21 | 22 | 24
Cc1cc(C)c2c(N)c(C(=O)N3CCN(c4ncccn4)CC3)sc2n1 | -33 | 25
O=C1CCCCCN1C(=O)c1cccc(C(=O)N2CCCCCC2=O)c1 | -14 | 37
COc1ccccc1NC(=O)NC1(C(=O)N2CCCCCC2)CCCCC1 | 60 | 8.1
O=C(O)CCC(=O)OCC1CCCO1 (stereo not drawn) | -51 | 27
Cc1ccc(Cn2ncc3c(N4CCN(c5ccc(C)cc5)CC4)ncnc32)cc1 | -12 | 47
CNC(=O)c1[nH]cnc1C(=O)Nc1cccc(OC)c1 | 12 | 18
CCOc1ccccc1N1CC(O)=C(c2nc3ccccc3s2)C1=N | -202 | 64
Cc1nn(CCC(=O)O)c2nc(-c3cccnc3)cc(C(F)(F)F)c12 | 26 | 22
CC1=CC(C)C(/C=N/n2cnnc2)C(C)C1 (stereo not drawn) | 50 | 17
Cc1ccc(C)c(S(=O)(=O)NCc2ccc(C(=O)N3CCN(C)CC3)cc2)c1 | -192 | 58
COc1ccc(S(=O)(=O)Nc2ccc(O)c3ccccc23)cc1 | -32 | 23
O=C(CCCOc1ccccc1)N1CCN(c2ccccc2)CC1 | 2 | 23
COCCn1c(SCC(=O)Nc2cccc(C(=O)OC)c2)nc2ccccc2c1=O | 16 | 33
Cn1nc([N+](=O)[O-])c2c(-c3nc4ccccc4s3)c(N)n(C3CCCCC3)c2c1=O | 15 | 17
CCN1CCN(C(=O)CCN2C(=O)COc3ccc(C)cc32)CC1 | 37 | 23
O=C(CSc1nc2nc(-c3cccs3)cc(C(F)(F)F)c2c(=O)[nH]1)NCc1ccco1 | -22 | 45
CCc1c(C)c(C#N)c2nc3ccccc3n2c1N1CCN(c2cc(C)ccn2)CC1 | -21 | 49
CCOC(=O)C1=C2N(C)c3ccccc3N2CCC1=O | -49 | 50
Cc1cccc(OCc2nnc(SCC(=O)N3CCN(c4ccccc4)CC3)o2)c1C | 10 | 15
O=C(CCCCn1c(=O)[nH]c2ccccc2c1=O)NCCC1=CCCCC1 | 4 | 32
Cc1ccc2nsnc2c1S(=O)(=O)N1CCCC1 | 11 | 31
CCN(CC)CC(=O)c1ccc(-c2ccccc2)cc1 | -20 | 24
CCN(CCCNC(=O)CN(C)S(=O)(=O)c1ccc2c(c1)CCC(=O)N2)c1cccc(C)c1 | -26 | 48
CCOc1cc2[nH]c(=O)n(CCC(=O)N3CCN(c4ccccc4OC)CC3)c(=O)c2cc1OCC | 23 | 24
SMILES | Htt clearance | Htt clearance grain fraction
c1ccc(CCn2nnnc2CN2CCc3ccccc32)cc1 | 0 | 42
CCOc1ccccc1N(C(=O)c1ccco1)C(C(=O)NC1CCCC1)c1cccnc1 (stereo not drawn) | -28 | 56
CCN(CC(=O)NCc1cccs1)c1ccc(S(=O)(=O)N2CCOCC2)cn1 | 5 | 33
CCCCN(Cc1cc2cc(OC)ccc2[nH]c1=O)C(=O)c1ccccn1 | 40 | 10
Cn1cc(S(=O)(=O)N2CCN(c3ccc(F)cc3)CC2)c(=O)n(C)c1=O | 49 | 21
CCOCC(=O)Nc1cc(OC)c(Cl)cc1OC | 0 | 18
CSc1ccccc1NC(=O)c1cc(C(C)C)on1 | -67 | 32
NS(=O)(=O)c1ccc(NC(=O)CSC2=NC(=O)C(c3ccccc3)C(=O)N2)cc1 (stereo not drawn) | -9 | 38
O=C1C(=O)N(CCN2CCOCC2)C(c2ccccn2)/C1=C(/O)c1ccccc1 (stereo not drawn) | 15 | 34
CCC(C)(C)n1c(=O)[nH]c2c(c1=O)CCC2 | -30 | 49
O=C1c2ccccc2CC1(Cc1ccccc1)Cc1ccccc1 | 21 | 15
O=C(CCSc1ccccc1)NCC1CCCO1 (stereo not drawn) | 41 | 12
O=C(c1cc(C2CC2)on1)N1CCN(c2ccc(F)cc2)CC1 | -187 | 93
COCCn1nnnc1C(c1ccc(OC)c(OC)c1)N1CCc2ccccc21 (stereo not drawn) | 41 | 22
CC(=NCCCn1ccnc1)C1=C(O)c2ccccc2C1=O | 8 | 19
CCn1c(=O)c2cc(C(=O)N3CCOCC3)sc2c2ccccc21 | -12 | 37
COc1ccccc1C(c1nnnn1C1CCCC1)N1CCN2CCCC2C1 (stereo not drawn) | 28 | 27
COc1ccc(CN(Cc2ccccn2)C(=O)CN2C(=O)COc3ccccc32)cc1 | 20 | 27
O=C(CC1(O)C(=O)Nc2ccc(Br)cc21)c1ccc2c(c1)OCO2 (stereo not drawn) | 6 | 20
O=C(NC1CCS(=O)(=O)C1)C12CC3CC(CC(C3)C1)C2 (stereo not drawn) | 59 | 14
CCC(C)N=C1SCC(C)(/C=N/O)S1 (stereo not drawn) | 22 | 15
COc1ccc(-c2noc(-c3ccccc3C(=O)Nc3cccc(OC)c3)n2)cc1 | 22 | 28
Cc1cc(C)n2nc(Cc3ccccc3)nc2n1 | 65 | 6.6
Cc1ccc(SCc2nc(-c3ccncc3)no2)cc1 | 46 | 10
CCOCCCNC(=O)C1c2ccccc2C(=O)N2CCc3ccccc3C12 (stereo not drawn) | -88 | 36
SMILES | Htt clearance | Htt clearance grain fraction
O=C1CCCN1CN(C(=O)c1ccc2c(c1)OCO2)c1ccc(F)cc1 | 11 | 33
Cc1cc(NC2CCCCC2)nc(-c2ccccc2O)n1 | 36 | 24
Cc1sc2c(c1C)c(=O)nc1n2Cc2ccccc2-1 | 22 | 14
CN(C)c1nc2n(c(=S)n1)CCS2 | -66 | 33
CCOC(=O)CSc1nnnn1-c1cccc2ccccc12 | -11 | 22
Cc1ccnc(NC(=O)C23CC4CC(CC(C4)C2)C3)c1 | 5 | 19
COc1ccc(C(=O)Nc2cc(OC)ccc2OC)cc1 | 15 | 18
COc1ccc(N2C(=O)NC(NC(=O)c3ccncc3)(C(F)(F)F)C2=O)cc1 (stereo not drawn) | -106 | 63
CCOC(=O)c1ccccc1NC(=O)CSc1nc2c(c(=O)n(C)c(=O)n2C)n1C | 62 | 14
O=C(NCCN1CCOCC1)c1ccc2c(c1)N(Cc1ccccc1)C(=O)CS2 | -50 | 29
CCCN1C2=NCCN2c2ccccc21 | 23 | 16
CCCn1c(-c2ccc(OC)cc2)nc2ccccc21 | -68 | 50
O=c1[nH]cnc2nc3n(c12)CCCCC3 | 15 | 36
COc1ccc(C2C(C(=O)NCCN3CCOCC3)c3ccccc3C(=O)N2C2CCCCC2)cc1 (stereo not drawn) | 32 | 12
Cc1cc(NC(=O)COC(=O)c2cc(S(=O)(=O)N3CCOCC3)ccc2N2CCCCC2)no1 | -4 | 20
Cc1ccc(-c2cc(C(=O)NCc3cccnc3)no2)cc1 | 63 | 7
COc1ccc(NC(C)=O)cc1NC(=O)CSc1nnc(-c2ccncc2)n1C | -32 | 53
COc1cccc(C(=O)Nc2ccc(-c3nnc(-c4ccco4)o3)cc2)c1 | 33 | 25
CN1CCCN(C(=O)Cc2c(Cl)cccc2Cl)c2nc3ccccc3nc21 | 28 | 14
Cc1ccc2oc(-c3ccccc3C(=O)O)cc(=O)c2c1 | -21 | 20
O=C(Nc1nnc(C2CCCC2)s1)C1CCN(S(=O)(=O)c2ccc(Cl)cc2)CC1 | -11 | 24
CCOc1ccccc1C(=O)NCC(=O)OCC(=O)N1C(C)CCCC1C (stereo not drawn) | 29 | 14
O=C(c1ccc(NS(=O)(=O)c2ccccc2)cc1)N1CCCC1 | 11 | 14
C=CCSc1nnc(NC(=O)c2ccc(S(=O)(=O)NCC3CCCO3)cc2)s1 (stereo not drawn) | 16 | 17
O=C1C2C3C=CC(CO)(O3)C2C(=O)N1c1ccc(-c2ccccc2)cc1 (stereo not drawn) | -83 | 82
SMILES | Htt clearance | Htt clearance grain fraction
CC(C)NC(=O)C1CC(=O)N(c2ccc(F)c(Cl)c2)C1 (stereo not drawn) | -56 | 32
O=C1CCCC/C1=C\Nc1ccc(O)cc1 | 38 | 9.9
O=C(NC1CCCCCC1)C1CCCN(S(=O)(=O)c2cnc[nH]2)C1 (stereo not drawn) | -4 | 50
CCOC(=O)c1[nH]c(=O)c2ccccc2c1O | -55 | 29
Cc1cc(N2CCN(c3ccccc3F)CC2)nc2cc(O)ccc12 | -3 | 21
Cc1nc(NC(=O)c2oc3ccccc3c2C)sc1C(=O)N(C)C | 10 | 19
O=C(Nc1ccc2c(c1)OCCO2)c1ccc(S(=O)(=O)N2CCCCC2)cc1 | 0 | 39
O=C(NCCN1CCOCC1)c1nn2c(c1Cl)NC(c1ccccc1)CC2C(F)(F)F (stereo not drawn) | 21 | 27
CC(NC(=O)C1CCCN1S(=O)(=O)c1cccc2cccnc12)c1ccccc1 (stereo not drawn) | 4 | 45
COc1ccc(Cl)cc1NC(=O)CSc1nnc(COc2ccccc2)n1C | 28 | 14
CCN(CC)C(=O)CSc1nc2ccccc2c(=O)n1CCC(=O)NCc1ccc(F)cc1 | -83 | 35
CCOCCOCCC(C(=O)O)P(=O)(c1ccccc1)c1ccccc1 (stereo not drawn) | 32 | 13
CC1(C)Cc2nc3sc4c(SCC(=O)NCc5ccccc5)ncnc4c3cc2CO1 | -241 | 80
CCOc1ccccc1OCC(=O)OCC(=O)Nc1ncc(Cl)cc1Cl | -13 | 39
C/C(Cn1cnc([N+](=O)[O-])n1)=N\NC(=O)c1ccccc1 | 22 | 16
CCCOC(=O)Nc1cccc(C(C)=O)c1 | 37 | 11
CCN(CC)C(=O)N1CCC(NC(=O)Cc2ccccc2)CC1 | 2 | 37
CCOC(=O)C1=C(C)N(C)C(=O)C1CC(=O)O (stereo not drawn) | -2 | 21
CNC(=O)OC(C)CNS(=O)(=O)c1ccc(C)cc1 (stereo not drawn) | -17 | 23
O=C(CSc1nc2ccccc2o1)NC(=O)NCc1ccco1 | 19 | 13
CCCOc1ccc2c(C)c(CC(=O)OC)c(=O)oc2c1 | ? | nt
COc1ccc(C(C(=O)NC2CCCCC2)N(Cc2ccco2)C(=O)CNC(=O)c2ccco2)cc1 (stereo not drawn) | 6 | 18
CCCCOC(=O)Nc1ccc(C(N)=O)cc1 | -29 | 49
CCn1c(SC(C)C)nnc1-c1cc(-c2ccccc2)sc1N | -24 | 25
Cc1nc2nc(C)c(CCC(=O)NCCC3=CCCCC3)c(C)n2n1 | -20 | 34

Shown tab-delimited: 15 of the compounds above
canonical_smiles	Htt clearance	Htt clearance grain fraction
CC(C)NC(=O)C1CC(=O)N(c2ccc(F)c(Cl)c2)C1 (stereo not drawn)	-56	32
O=C1CCCC/C1=C\Nc1ccc(O)cc1	38	9.9
O=C(NC1CCCCCC1)C1CCCN(S(=O)(=O)c2cnc[nH]2)C1 (stereo not drawn)	-4	50
CCOC(=O)c1[nH]c(=O)c2ccccc2c1O	-55	29
Cc1cc(N2CCN(c3ccccc3F)CC2)nc2cc(O)ccc12	-3	21
Cc1nc(NC(=O)c2oc3ccccc3c2C)sc1C(=O)N(C)C	10	19
O=C(Nc1ccc2c(c1)OCCO2)c1ccc(S(=O)(=O)N2CCCCC2)cc1	0	39
O=C(NCCN1CCOCC1)c1nn2c(c1Cl)NC(c1ccccc1)CC2C(F)(F)F (stereo not drawn)	21	27
CC(NC(=O)C1CCCN1S(=O)(=O)c1cccc2cccnc12)c1ccccc1 (stereo not drawn)	4	45
COc1ccc(Cl)cc1NC(=O)CSc1nnc(COc2ccccc2)n1C	28	14
CCN(CC)C(=O)CSc1nc2ccccc2c(=O)n1CCC(=O)NCc1ccc(F)cc1	-83	35
CCOCCOCCC(C(=O)O)P(=O)(c1ccccc1)c1ccccc1 (stereo not drawn)	32	13
CC1(C)Cc2nc3sc4c(SCC(=O)NCc5ccccc5)ncnc4c3cc2CO1	-241	80
CCOc1ccccc1OCC(=O)OCC(=O)Nc1ncc(Cl)cc1Cl	-13	39
C/C(Cn1cnc([N+](=O)[O-])n1)=N\NC(=O)c1ccccc1	22	16

The list goes on:
SMILES | Htt clearance | Htt clearance grain fraction
FC(F)(F)c1ccc(N2CCN(c3ncnc4c3nnn4Cc3ccccc3Cl)CC2)cc1 | -78 | 34
O=C(c1nn(Cc2ccccc2)c(=O)c2ccccc12)N1CCN(c2ccccn2)CC1 | 39 | 22
O=C(O)c1cn(-c2ccccc2)c(=O)c2ccccc12 | 7 | 22
O=C1CN(C(=O)c2ccco2)C(c2ccccc2)c2cc(Cl)ccc2N1 (stereo not drawn) | -6 | 18
CC(C)OC(=O)CSc1nnc2n1C(C)(C)Cc1ccccc1-2 | 36 | 13
CCn1c(Cc2ccccc2)nnc1SCC(=O)Nc1ccc(N2CCOCC2)c(Cl)c1 | 28 | 14
Cc1c(/C=C/C(=O)c2cccs2)cnn1C | -36 | 24
O=C(c1cccc2ccccc12)N1CCN(c2ccccc2F)CC1 | 44 | 20
C/C=C/COC(=O)c1[nH]c2c(c1C)C(=O)CC(c1ccco1)C2 (stereo not drawn) | -216 | 106
CCCCOC(=O)Cn1c(=N)n(CCN(CC)CC)c2ccccc21 | 11 | 25
COCCNC(=O)c1ccc(CS(=O)(=O)c2c(Cl)cccc2Cl)o1 | 27 | 23
CCOC(=O)CSc1nc2cccnc2n1-c1ccc(F)cc1 | 34 | 31
C=CCOc1cccc(C2C(C(=O)c3ccc(C)o3)=C(O)C(=O)N2c2nccs2)c1 (stereo not drawn) | 20 | 15
Cc1ccccc1C(=O)Oc1cccc(Nc2ncnc3ccccc23)c1 | -5 | 40
CCOc1ccc(OCC)c(-c2c(=O)n(OCc3ccccc3Br)c3ccccc3[n+]2[O-])c1 | -5 | 46
Cc1cccc(OCC(=O)OC2CCN(C)CC2)c1 | 18 | 15
CCSCCOC(=O)C1=C(C)NC2=C(C(=O)CCC2)C1c1coc2ccccc2c1=O (stereo not drawn) | 16 | 34
COc1ccc(N2CCN(C(=O)CSc3nnc4n3C(C)(C)Cc3ccccc3-4)CC2)cc1 | 9 | 18
Cc1ccc2nc(-c3ccc4c(c3)OCCO4)cc(C(=O)O)c2c1 | 4 | 21
CCOc1ccc(NC(=O)C(C)SC(N)=O)cc1 (stereo not drawn) | -63 | 65
Cc1ccsc1/C=C/c1ccc2cccc(O)c2n1 | -43 | 40
COc1ccc(S(=O)(=O)Nc2ccc(N(C)C(C)=O)cc2)cc1 | 5 | 27
